Compound activity: PubChem BioAssay, Johns Hopkins Ion Channel Center
Kir21 block: inhibitors of mouse Kir2.1 inward-rectifier potassium channel. P35561. HEK293-Kir2.1, FluxOR thallium flux fluorescence; stronger effect = lower value. B-score at 10 µM. actives 0.85% (n = 310,000). AID 1672;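 active = fluorescence ratio B-score at or below minus 3 SD of library scores, with starting-brightness B-score within 2 SD, cut at about -4.2 in these data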;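 also: channel flux triggered by added potassium and thallium sulfate stimulus; B-score of peak minus minimum fluorescence over baseline after thallium stimulus; more negative B-score means stronger Kir2.1 block with less thallium influx; some compounds called inactive have numbers as strong as hits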
Target sequence (P35561 whole entry, looked up): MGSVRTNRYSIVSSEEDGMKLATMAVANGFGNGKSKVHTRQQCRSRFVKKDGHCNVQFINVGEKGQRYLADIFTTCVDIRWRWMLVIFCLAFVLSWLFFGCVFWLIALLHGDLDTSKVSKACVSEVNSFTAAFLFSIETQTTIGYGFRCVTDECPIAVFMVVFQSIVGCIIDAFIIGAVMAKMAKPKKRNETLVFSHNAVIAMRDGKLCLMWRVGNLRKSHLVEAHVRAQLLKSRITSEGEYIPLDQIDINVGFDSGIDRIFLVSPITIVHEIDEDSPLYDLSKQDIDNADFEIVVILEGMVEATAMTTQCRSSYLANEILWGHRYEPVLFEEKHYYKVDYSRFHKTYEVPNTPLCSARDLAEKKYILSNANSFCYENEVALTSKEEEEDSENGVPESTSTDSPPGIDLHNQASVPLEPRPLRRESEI
KCNQ2 block: KCNQ2 channel blockers in CHO-K1 cells – cell-based, FluxOR thallium flux, B-score, primary screen (AID 2156). O88943. 20 min; stronger effect = lower value. B-score at 10 µM. actives 1.1% (n = 310,000);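 active = fluorescence ratio B-score at most minus 3 library SDs, with starting brightness B-score within 2 library SDs, cut at about -5.5 in these data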
CHT inh: inhibits the human high affinity choline transporter. Q9GZV3. CHT-expressing cells, membrane potential dye, choline response; stronger effect = lower value. B-score at 10 µM. actives 0.86% (n = 310,000);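 active = B-score over 3 SD under the library average, and starting fluorescence ratio not unusually high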;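 also: choline stimulus applied at its EC90 after an EC20 pre-addition; B-score computed on integrated fluorescence ratio after choline addition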
Target sequence (Q9GZV3 whole entry, looked up): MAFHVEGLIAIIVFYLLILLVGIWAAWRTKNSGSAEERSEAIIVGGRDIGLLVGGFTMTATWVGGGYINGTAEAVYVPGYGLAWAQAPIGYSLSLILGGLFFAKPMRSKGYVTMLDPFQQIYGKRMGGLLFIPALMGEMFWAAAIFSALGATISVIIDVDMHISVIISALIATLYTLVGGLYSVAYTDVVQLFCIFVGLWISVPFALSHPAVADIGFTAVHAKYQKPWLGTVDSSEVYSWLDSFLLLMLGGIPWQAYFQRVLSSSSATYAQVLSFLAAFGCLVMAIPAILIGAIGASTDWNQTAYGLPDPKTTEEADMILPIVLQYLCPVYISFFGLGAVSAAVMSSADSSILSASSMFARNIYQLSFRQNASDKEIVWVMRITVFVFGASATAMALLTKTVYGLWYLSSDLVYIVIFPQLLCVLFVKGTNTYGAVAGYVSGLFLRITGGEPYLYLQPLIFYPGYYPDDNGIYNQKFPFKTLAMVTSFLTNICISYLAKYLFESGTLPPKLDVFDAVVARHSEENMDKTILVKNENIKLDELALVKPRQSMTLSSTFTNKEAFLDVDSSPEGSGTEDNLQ
Starred values were filed as active, the others as inactive; i = inactive; / = no result given.

Kir21 block | KCNQ2 block | CHT inh | smiles
0.49 | i | i | CCC(=O)Nc1sc(Cc2ccc3c(c2)OCO3)c(C)c1C(N)=O
-0.24 | i | i | COC(=O)C1=C(C)N(CCCC(=O)O)C(=O)NC1c1ccc(Cl)cc1 (stereo unspecified)
-1.2 | i | -11* | CCCCN(CC)CCCNC(=S)Nc1ccc2nc(N3CCN(CC)CC3)cc(C)c2c1
-0.23 | i | i | Nc1c(C(=O)Nc2ccc(Cl)cc2)sc2nc(N3CCOCC3)c3c(c12)CCCC3
-0.61 | i | i | O=C(Nc1cc(C(F)(F)F)ccc1N1CCOCC1)c1cccc(F)c1
2.3 | i | i | CC1(C)CC(=O)C=C(NCCN2CCN(C(=S)Nc3ccccc3)CC2)C1
-2 | i | i | COCCn1c(SCc2cccnc2)nnc1-c1ccco1
0.03 | i | i | COc1ccccc1OCCNC(=O)c1cccc(S(=O)(=O)N2CC(C)OC(C)C2)c1 (stereo unspecified)
-3.2 | i | i | CC(=O)N(CCC(c1ccco1)C(C)C)Cc1ccc(Cl)cc1 (stereo unspecified)
-0.54 | i | i | Cc1c(C(=O)N(Cc2ccncc2)CC2CCCO2)oc2c(F)cccc12 (stereo unspecified)
-0.27 | i | i | Cc1ccc(/C=C/C(=O)NN2CCN(C)CC2)cc1
-2.1 | i | i | CN1CCc2c1nc1ccccc1c2N=C1CCCN1Cc1ccccc1
-0.96 | i | i | CC(=O)N1N=C(c2ccc(C)o2)CC1c1cccc(F)c1 (stereo unspecified)
1.6 | i | i | COc1cc(NC(=O)CSc2nnnn2C2CCCC2)cc(OC)c1
0.07 | i | i | CC1CCN(C(=S)c2cn(Cc3ccc(F)cc3)c3ccccc23)CC1
0.01 | i | i | NC(=O)NC(=O)CSc1ccccc1

Single values from above:
Result of CN1CCc2c1nc1ccccc1c2N=C1CCCN1Cc1ccccc1 in Kir21 block: -2.1
Result of COC(=O)C1=C(C)N(CCCC(=O)O)C(=O)NC1c1ccc(Cl)cc1 (stereo unspecified) in Kir21 block: -0.24
Result of COc1cc(NC(=O)CSc2nnnn2C2CCCC2)cc(OC)c1 in Kir21 block: 1.6
Result of CC(=O)N1N=C(c2ccc(C)o2)CC1c1cccc(F)c1 (stereo unspecified) in Kir21 block: -0.96
Result of Cc1c(C(=O)N(Cc2ccncc2)CC2CCCO2)oc2c(F)cccc12 (stereo unspecified) in Kir21 block: -0.54
Result of CCCCN(CC)CCCNC(=S)Nc1ccc2nc(N3CCN(CC)CC3)cc(C)c2c1 in Kir21 block: -1.2

Next part.
Kir21 block | KCNQ2 block | CHT inh | smiles
-2.1 | i | i | O=C(CSc1ccc(-c2cccnc2)nn1)Nc1ccc(F)c(F)c1
2.1 | i | i | O=C(NCCCn1ccnc1)/C(=C/c1ccc(Cl)cc1)NC(=O)c1ccccc1
-1.1 | i | i | COc1ccc(-c2nn(-c3ccccc3)cc2CN(C)CCn2ccnc2C)c(F)c1
0.85 | i | i | O=C(Nc1ccc(Br)cc1)Nc1ccccc1F
0.22 | i | i | COC(=O)Cc1[nH]n(-c2ccccc2)c(=O)c1C(C)=Nc1ccccc1
-5.4 | i | i | CCc1ccc(/C=C2\Oc3c(ccc(O)c3CN3CCN(CCO)CC3)C2=O)cc1
1.1 | i | i | O=C(CCN1C(=O)c2ccccc2S1(=O)=O)Nc1cccc(F)c1
-1.2 | i | i | Cc1cnc(NC(=O)CC2CCCC2)s1
0.81 | i | i | O=C1CCN(S(=O)(=O)c2ccccc2)CCN1CCOCc1ccc(C(F)(F)F)cc1
0.32 | i | i | c1ccc(C2CC(c3cccs3)Nc3nnnn32)cc1 (stereo unspecified)
1.6 | i | i | CN(C)S(=O)(=O)c1cccc(C(=O)Nc2n[nH]c(C(F)(F)F)n2)c1
-0.96 | i | i | COc1cccc(NC(=S)Nc2ccc(O)cc2)c1
0.73 | i | i | Cc1cc(=O)oc2cc(OCC(=O)N(C)C3CCS(=O)(=O)C3)c(Cl)cc12 (stereo unspecified)
0 | i | i | Clc1ccc(CNc2nnnn2-c2ccccc2)c(Cl)c1
-1.2 | i | i | O=C(N/C(=C\c1ccccc1)C(=O)N1CCCCC1)c1ccc(Br)o1
-1.4 | i | i | O=C(O)CN1C(=O)CSC1=S
-0.06 | i | i | CC(C)CNC(=O)C1CCN(c2ccc(S(=O)(=O)N3CCOCC3)cc2[N+](=O)[O-])CC1
-0.57 | i | i | CC(C)c1ccc(/C=N/NC(=O)C(=O)NCCCN2CCOCC2)cc1
-0.18 | i | i | Cn1c(COc2ccc3ccccc3c2)nnc1SCC(N)=O
0.71 | i | i | Cc1ccc(NC(=O)C2(N(C(=O)Cn3nnnc3N)c3ccc(C)cc3)CCCCC2)cc1
0.44 | i | i | CCN(CC)c1ccc(/C=N/NC(=O)CCC(=O)NCc2ccccc2)c(O)c1
-0.03 | i | i | Cc1ccc(C(=O)O/N=C(\N)c2cccnc2)cc1[N+](=O)[O-]
0.64 | i | i | CCCn1c(=O)[nH]c(=O)c2c(C(=O)OCC)cc(-c3cccs3)nc21
-2 | i | i | NS(=O)(=O)c1ccc(CNC(=O)NC23CC4CC(CC(C4)C2)C3)cc1
-1.3 | i | i | c1ccc(N2CCCCC2)c(NC2=NCCC2)c1
1.7 | i | i | Cc1ccc(NC(=O)COC(=O)CCc2nc3ccccc3c(=O)[nH]2)c(Br)c1
0.31 | i | i | COCc1nnc(NC(=O)c2ccc(S(=O)(=O)N3CCCc4ccccc43)cc2)o1
0.39 | i | i | O=C(Nc1ccc(Cl)c([N+](=O)[O-])c1)Nc1nc2ccccc2s1
0.79 | i | i | CCOc1ccc(N2C(=O)C3ON(C)C(c4ccc([N+](=O)[O-])cc4)C3C2=O)cc1 (stereo unspecified)
2.4 | i | i | O=C1C2C3C=CC([C@@H]2C(=O)N1C1CCCCC1)[C@H]1C(=O)N(C2CCCCC2)C(=O)C31 (stereo partly specified)
-0.35 | i | i | CCOP(=O)(OCC)c1nc(-c2ccc(Cl)cc2)oc1NCc1ccccc1
0.01 | i | i | Cc1[nH]c2ccc(C(=O)N3CCN(c4ccccn4)CC3)cc2c1C
1.7 | i | i | O=C(Nc1cccc(NC(=O)c2ccccc2Cl)c1)c1ccc(F)cc1
1.2 | i | i | CC(C)(C)[C@@H]1C=C(C(=O)Nc2ccccc2)O[C@H](OCc2ccc(CO)cc2)C1
-0.33 | i | i | COc1ccc(C)cc1NCc1cc(=O)oc2cc(-c3ccccc3)c(O)cc12
0.39 | i | i | Cc1nn(Cc2ccc(Cl)cc2)c(C)c1NC(=O)c1noc2c1CCc1ccccc1-2
1.2 | i | i | O=C(Nc1cccc(Cl)c1)c1ccncc1
1.2 | i | i | CCOc1ccc(N2C(=O)c3cccnc3C2Nc2ccc(C)cc2)cc1 (stereo unspecified)
-0.97 | i | i | O=C1COc2ccc(S(=O)(=O)NCCc3ccccc3)cc2N1
-0.13 | i | i | CCN1CCCC1CNC(=O)C(=O)NC (stereo unspecified)

Whole records, quoted from the list. Values in the order: Kir21 block, KCNQ2 block, CHT inh
O=C1COc2ccc(S(=O)(=O)NCCc3ccccc3)cc2N1 in the list: -0.97, i, i
O=C(NCCCn1ccnc1)/C(=C/c1ccc(Cl)cc1)NC(=O)c1ccccc1 in the list: 2.1, i, i
COC(=O)C1=C(C)N(CCCC(=O)O)C(=O)NC1c1ccc(Cl)cc1 (stereo unspecified) in the list: -0.24, i, i
COc1cc(NC(=O)CSc2nnnn2C2CCCC2)cc(OC)c1 in the list: 1.6, i, i

Remaining list, next part
Kir21 block | KCNQ2 block | CHT inh | smiles
-1.4 | i | i | CCOC(=O)c1c(C)c(C(=O)NC(C)COC)c(C)n1CC (stereo unspecified)
1.4 | i | i | COc1ccc(NC(=S)NCCC(c2ccccc2)c2ccccc2)c(OC)c1
0.84 | i | i | O=C(CNC(=O)OCc1ccccc1)NCC(=O)N1CCCC1C(=O)OCc1ccccc1 (stereo unspecified)
-1.1 | i | i | O=C(NCC1CCCO1)c1cccc(Oc2c(Cl)cccc2[N+](=O)[O-])c1 (stereo unspecified)
-1.1 | i | i | Cc1ccoc1C(=O)NCc1occc1C(=O)O
-1.1 | i | i | CCN(CCN1CCCC1)C(=O)c1cc(COc2ccccc2SC)on1
-0.09 | i | i | CC(C)c1ccc(NC(=O)c2cccc(Br)c2)cc1
-1.7 | i | i | CN(C)CCCN(Cc1ccccc1)C(=S)NCc1ccccc1
0.51 | i | i | CN(C)c1ccc(O)c2c1CC1CC3C(N(C)C)C(=O)C(C(N)=O)=C(O)[C@@]3(O)C(=O)C1=C2O (stereo partly specified)
0.71 | i | i | O=C1C(Cl)=C(N2CCOCC2)C(=O)N1c1ccc(Br)cc1
-7* | i | i | OC(COc1c(F)cc(Br)cc1F)CN1CCc2ccccc2C1 (stereo unspecified)
1.9 | i | i | COc1cc(Nc2c3c(nc4ccccc24)CCC3)cc(OC)c1OC
-0.82 | i | i | COc1cccc(CNC(=S)Nc2cc(C)cc(C)c2)c1
-0.79 | i | i | O=C(Nc1ccc(OC(F)F)c(Cl)c1)c1ccccn1
0.58 | i | i | C=CCNc1nc(C2(C)CC3(CC(C)OC3=O)C(=O)O2)cs1 (stereo unspecified)
-0.46 | i | i | Nc1nc(NCCCN2CCOCC2)nc(NCc2ccccc2)c1[N+](=O)[O-]
-0.11 | i | i | Cc1cc(=O)oc2cc(OCc3ccc(C(=O)OCC(=O)N(C)C4CCS(=O)(=O)C4)cc3)ccc12 (stereo unspecified)
1.6 | i | i | O=C(O)CSCC(=O)Nc1ccc(C2CCCCC2)cc1
0 | i | i | COc1ccc(O)c(CN2CCCC(N3CCN(c4ccccc4OC)CC3)C2)c1 (stereo unspecified)
-0.22 | i | i | Cc1sc2nc(C3CC3)nc(NCCNS(C)(=O)=O)c2c1C
2.6 | i | i | O=C(NS(=O)(=O)c1ccccc1[N+](=O)[O-])c1ccccc1
0.11 | i | i | COC(=O)c1cccc(NC(=O)CN2CCN(Cc3ccccc3)CC2)c1
0.12 | i | i | N=c1c(C(=O)NC2CCCC2)cc2c(=O)n3ccccc3nc2n1Cc1ccccc1
0.4 | i | / | COc1cc(C(C(=O)NC2CCCCC2)N(C(=O)c2cnccn2)c2ccccc2)cc(OC)c1OC (stereo unspecified)
0.23 | i | i | NC(=O)CS(=O)(=O)c1nc2ccccc2n1Cc1ccccc1F
0.02 | i | i | COc1ccc(C(=O)c2cn[nH]c2-c2cc(C)ccc2O)cc1
-3.1 | i | i | CC1(C)CC(CC(=O)O)C(=O)O1 (stereo unspecified)
0.27 | i | i | COc1ccc([N+](=O)[O-])cc1C1NN=C(c2ccccc2O)S1 (stereo unspecified)
0.07 | i | i | C[C@]12CCC(=O)CC1=CCC1C3CC=C(C#N)[C@@]3(C)CC[C@@]12O (stereo partly specified)
1.6 | i | i | COc1ccc(Nc2sc(C(=O)Nc3cccc(Cl)c3)c(N)c2C(=O)Nc2ccccc2OC)cc1
-0.04 | i | i | O=C1c2cccnc2C(Nc2ccccc2)N1Cc1ccco1 (stereo unspecified)
0.63 | i | i | O=C(Cc1c(O)c2ccccc2[nH]c1=O)NC1CCCCCCC1
-0.1 | i | i | CCCNC(=S)N1CCC(C(=O)c2ccc(F)cc2)CC1
1.6 | i | i | COc1ccc(NC(=O)c2cc(-c3cc(C)cc(C)c3O)n[nH]2)cc1Cl
-0.66 | i | i | O=C(CC(c1ccccc1)c1ccccc1O)N1CCCC1 (stereo unspecified)
1.4 | i | i | COc1ccc2oc(=O)c(-c3csc(Nc4cccc(O)c4)n3)cc2c1
-0.08 | i | i | CC(=O)c1cn(CC(=O)Nc2ccccc2C)c2ccccc12
-0.3 | i | i | NCCCCNCCCN
0.94 | i | i | COCc1cc(C)nc(SCC(=O)Nc2ccc3c(c2)n(C)c(=O)n3C)c1C#N
1.6 | i | i | Cc1nn(CC(=O)Nc2ccc3c(c2)nc2n3CCN(C3CCCCC3)C2)c(=O)c2ccccc12
0.02 | i | i | COc1ccc2c(c1OC)C(=O)N(c1ccccn1)C2
-1.2 | i | i | CN(C(=O)CSc1nc(-c2ccccc2)cn1N)C(c1ccccc1)c1ccccc1
-0.61 | i | i | N#Cc1ccccc1Oc1ccc(S(=O)(=O)N2CCCCC2)cn1
-0.96 | i | i | COc1ccc(CNC(=O)COc2ccc(S(=O)(=O)N3CCCCC3)cc2Cl)cc1
0.92 | i | i | Cc1c(CC(=O)O)c(=O)oc2cc(OCc3ccc(Cl)cc3)ccc12
1.6 | i | i | O=C(COc1ccccc1Cl)Nc1ccc2c(c1)C(=O)NC2=O
0.21 | i | i | COc1ccc(CNC(=O)C2CCCN2C)cc1OC (stereo unspecified)
-4.9 | i | i | O=S(=O)(c1ccccc1)N(CC(O)COc1ccccc1)c1ccccc1 (stereo unspecified)
0 | -6.8* | i | O=C(CCc1ccc(CCC(=O)c2cccs2)s1)c1cccs1
0.34 | i | i | CN1N=C(C(C)(C)C)CC1=O
0 | i | i | CCc1ccccc1NC(=O)c1ccc(-c2csc(C)n2)cc1
0.1 | i | i | C[C@@H](NC(=O)c1nc[nH]c1C(=O)N[C@@H](Cc1ccccc1)C(=O)OC(C)(C)C)c1ccccc1
0.05 | i | i | CCOC(=O)/C(C#N)=C/c1cc2ccc(C)cc2nc1Cl
-1.2 | i | i | O=C1N[C@@H](Cc2ccccc2)C(=O)N2[C@@H]3N(S(=O)(=O)c4ccccc4)c4ccccc4[C@]3(Br)C[C@@H]12
-0.6 | i | i | N#CSC(c1ccccc1)c1nc2ccccc2[nH]c1=O (stereo unspecified)
0.5 | i | i | COc1ccccc1N(CC(=O)N1CCCCCC1)S(C)(=O)=O
-1.4 | i | i | O=C(Nc1ccccc1)c1ccc(CN2CCc3ccccc3C2)cc1
